# Screening data from PubChem BioAssay.
# GPR151 activ – activators of human GPR151, primary screen, cell-based, PathHunter beta-arrestin, luminescence; G-protein coupled receptor 151 (Homo sapiens), Q8TDV0; PathHunter beta-arrestin GPR151 cells; activation, % at 11.2 µM; actives 1% (n = 650,000); AID 1508602, 2020; in the data active = activation above about 4.9%;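 note: 0% = median of compound wells and 100% = cells with positive control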
# Target sequence (Q8TDV0 whole entry, looked up): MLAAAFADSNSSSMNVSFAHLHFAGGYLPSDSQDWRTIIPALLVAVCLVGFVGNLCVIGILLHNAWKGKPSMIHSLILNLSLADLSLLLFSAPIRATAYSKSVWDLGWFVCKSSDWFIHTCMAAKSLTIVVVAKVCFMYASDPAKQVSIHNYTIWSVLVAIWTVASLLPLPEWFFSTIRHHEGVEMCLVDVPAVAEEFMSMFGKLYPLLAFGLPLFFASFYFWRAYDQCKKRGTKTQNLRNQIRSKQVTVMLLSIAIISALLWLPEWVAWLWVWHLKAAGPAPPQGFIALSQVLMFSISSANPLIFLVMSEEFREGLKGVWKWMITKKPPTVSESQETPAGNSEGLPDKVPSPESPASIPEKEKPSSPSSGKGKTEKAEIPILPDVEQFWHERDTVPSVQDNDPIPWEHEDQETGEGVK
# TEAD-YAP inh – TEAD-YAP interaction inhibition, primary screen, TEAD-YAP interaction inhibitor project, luminescence, HEK-TIYL cells; AID 1259422, 2018; actives 1.4% (n = 640,000); TEAD-Gal4/YAP UAS-luciferase luminescence; inhibition, % at 9.12 µM; in the data active = inhibition above about 32%;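 note: 0% = median of test compound wells and 100% = reference inhibitor wells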
# FBW7 activator – FBW7 E3 ligase activators, primary screen, biochemical, AlphaScreen, human | AID 1259310, 2017 | AlphaScreen FBW7–phospho-cyclin E peptide binding, activator screen | F-box/WD repeat-containing protein 7 (Homo sapiens), Q969H0 | actives 0.13% (n = 650,000) | normalized activity (activation), % at 26.1 µM; in the data active = normalized activity above about 1.9%;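 note: purified mutant Fbw7 with reduced substrate affinity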
# MITF primary – MITF inhibitors, primary screen, biochemical, AlphaScreen, human; inhibition, % at 2.6 µM; Microphthalmia-associated transcription factor (Homo sapiens), O75030; actives 0.91% (n = 650,000); AlphaScreen MITF homodimerization, bead proximity signal; in the data active = inhibition above about 50%;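 note: 0% = vehicle wells with protein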
# Target sequence (O75030 whole entry, looked up): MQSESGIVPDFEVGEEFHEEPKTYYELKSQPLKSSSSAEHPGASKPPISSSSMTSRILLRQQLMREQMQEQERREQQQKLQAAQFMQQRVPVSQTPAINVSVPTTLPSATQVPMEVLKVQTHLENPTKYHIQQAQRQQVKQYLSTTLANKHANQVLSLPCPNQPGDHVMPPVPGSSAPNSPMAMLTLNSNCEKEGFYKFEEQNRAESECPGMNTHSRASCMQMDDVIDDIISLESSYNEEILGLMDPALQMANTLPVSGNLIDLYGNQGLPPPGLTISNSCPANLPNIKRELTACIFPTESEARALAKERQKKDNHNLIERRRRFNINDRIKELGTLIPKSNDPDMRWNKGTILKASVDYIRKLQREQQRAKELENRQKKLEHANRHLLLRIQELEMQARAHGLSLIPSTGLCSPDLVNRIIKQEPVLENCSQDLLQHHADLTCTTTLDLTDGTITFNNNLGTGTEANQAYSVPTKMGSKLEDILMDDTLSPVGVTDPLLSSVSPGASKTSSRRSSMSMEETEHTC
# * = called active by the depositor; & = joins results of further samples.
SMILES,GPR151 activ,TEAD-YAP inh,FBW7 activator,MITF primary
COc1ccc(-c2cc(C(F)(F)F)n3ncc(C(=O)Nc4ccc(C)c(Cl)c4)c3n2)cc1OC,0.1,-11.7,-0.1,1.4
CCOC(=S)N/C(=N/S(=O)(=O)c1ccc(C)cc1)c1ccccc1,1.3,4.3,-0.1,-3.4
CCc1cccc(NC(=O)CCS(=O)(=O)c2ccc3c(c2)SCC(=O)N3)c1,-0.1,3.3,0.0,-4.0
CCCCc1ccc(Nc2ncnc(N)c2[N+](=O)[O-])cc1,-0.8,-7.9,0.0,5.2
Cc1ccc(CNC(=O)CCCCCn2c(=S)[nH]c3ccc(Br)cc3c2=O)cc1,-0.6,-0.1,0.2,-10.0
COC(=O)Cc1ccc(OCc2ccc(Cl)nc2)cc1,-2.2,-51.5,-0.1,-6.2
CC1CCN(Cc2nnnn2CC(=O)N(C)CCC(O)c2ccccc2)CC1 (centres undefined),1.1,5.6,-0.1,-2.3
O=C1c2ccccc2C(=O)N1CNc1ccccc1Br,0.2,1.7,0.1,-2.8
O=C(O)C1CCC(CNCc2ccc(F)cc2)CC1 (centres undefined),-0.7,4.6,0.0,-6.2
CCN(CC)C(=O)C1CCN(C(=O)c2cc(C(C)c3ccccc3)no2)CC1 (centres undefined),0.2,-34.7,-0.4,-2.6
O=[N+]([O-])c1ccccc1SNCc1ccco1,1.2,3.6,0.0,4.8
COc1ccc(NC(=O)N2CCCC(C(=O)Nc3cccc4ccccc34)C2)cc1 (centres undefined),0.7,4.0,0.0,14.1
O=C(Nc1cccc(-c2nc3ccccc3o2)c1)c1cc(Br)ccc1Cl,1.4,4.7,0.8,-6.1
Cc1ccc(-n2cc(-c3ccccc3)c3c(NCC(C)O)ncnc32)cc1Cl (centres undefined),2.0,-15.0,-0.1,-5.3
CSc1sc(C)cc1C1C(C(=O)Nc2cccc(F)c2)=C(C)NC2=C1C(=O)CC(c1ccccc1)C2 (centres undefined),-0.6,1.4,0.3,2.0
CC(C)[C@H](NC(=O)c1c(F)cccc1F)C(=O)NC1CCCCC1,-0.4,-0.3,0.1,-3.6
CNC(=O)c1c(NC(=O)c2ccc3c(c2)OCCO3)sc2c1CCC2,-0.7,-27.6,-0.1,-5.9
COc1ccccc1-c1ccc2c(c1)C(C)(Cc1ccncc1)C(=O)N2 (centres undefined),-0.5,-14.2,0.1,16.8
COc1cc(OC)c(OC)cc1/C=C1/SC(=O)NC1=O,2.9,2.5,0.1,0.2
CCCC(=O)Nc1ccc(OCC(=O)OC)cc1,1.1,-4.1,0.3,18.3
CCCSc1nnc2c(n1)OC(C)(C)Nc1ccccc1-2,-1.5,-58.5,0.1,16.2
COc1ccc(C(=O)N2CCn3c2nc2ccccc23)cc1OC,-1.1,-1.7,-0.1,-18.1
CC1CC(C)CN(C(=O)CN2C(=O)[C@H]3CCCN3C(=O)c3ccccc32)C1 (some centres undefined),0.7,13.9,-0.1,3.0
CCOCCn1c(=O)c2c(nc3n(-c4ccccc4OC)c(C)c(C)n23)n(C)c1=O,0.5,4.1,-0.1,1.4

# Another view of 3 compounds above.
mol	GPR151 activ	TEAD-YAP inh	FBW7 activator	MITF primary
Cc1ccc(-n2cc(-c3ccccc3)c3c(NCC(C)O)ncnc32)cc1Cl (centres undefined)	2.0	-15.0	-0.1	-5.3
CSc1sc(C)cc1C1C(C(=O)Nc2cccc(F)c2)=C(C)NC2=C1C(=O)CC(c1ccccc1)C2 (centres undefined)	-0.6	1.4	0.3	2.0
CC(C)[C@H](NC(=O)c1c(F)cccc1F)C(=O)NC1CCCCC1	-0.4	-0.3	0.1	-3.6

# An excerpt from above, showing only GPR151 activ, MITF primary and TEAD-YAP inh:
structure	GPR151 activ	MITF primary	TEAD-YAP inh
COc1ccccc1-c1ccc2c(c1)C(C)(Cc1ccncc1)C(=O)N2 (centres undefined)	-0.5	16.8	-14.2
COc1cc(OC)c(OC)cc1/C=C1/SC(=O)NC1=O	2.9	0.2	2.5
CCCC(=O)Nc1ccc(OCC(=O)OC)cc1	1.1	18.3	-4.1

# Other structures follow:
SMILES,GPR151 activ,TEAD-YAP inh,FBW7 activator,MITF primary
COc1ccc(CC(=O)Nc2cccc(NC(=O)COc3ccccc3)c2)cc1,-1.3,-1.8,-0.2,0.1
Cc1ccc(C(=O)COc2ccc([N+](=O)[O-])cc2)cc1,-0.6,3.7,0.0,1.7
O=[N+]([O-])c1ccccc1Nc1nc(-c2ccccn2)cs1,-1.4,-50.9,-0.5,25.5
CCOC(=O)Cn1c(=O)n(-c2ccc(C)cc2)c(=O)c2oc3ccccc3c21,1.2,3.2,0.0,1.9
O=C(c1ccco1)N1CCN(C(=O)C2CC(c3ccccc3F)=NO2)CC1 (centres undefined),1.1,-0.5,0.1,5.6
CC(C)CCNC(=O)CSc1nc2ccccc2c(=O)n1CC1CCC(C(=O)NCc2ccccc2)CC1 (centres undefined),-0.4,-4.2,-0.1,-1.0
Cc1cc(I)ccc1S(=O)(=O)NCc1ccc2c(c1)OCO2,-0.8,-4.1,0.1,1.4
CC1(C)CC(=O)C2=C(C1)Nc1ccccc1NC2c1ccc(F)cc1 (centres undefined),-1.3,-25.0,0.0,-19.8
COc1ccc(/C=C(\C#N)C(=O)Nc2ccc(Br)cc2F)cc1OC,2.1,-5.7,0.4,16.9
Fc1ccc(CSc2nnc3ncccn23)cc1,-1.8,-53.8,1.3,15.9
FC(F)(F)c1nc2c(Cl)cc(Cl)cc2[nH]1,0.8,15.5,-0.1,-10.4
COc1ccc(S(=O)(=O)NCc2ccncc2)cc1I,3.7,29.5,0.1,-2.1

# In a second layout: 2 of the compounds above
# Below each compound – GPR151 activ, TEAD-YAP inh, FBW7 activator, MITF primary
- O=[N+]([O-])c1ccccc1Nc1nc(-c2ccccn2)cs1
  -1.4, -50.9, -0.5, 25.5
- CCOC(=O)Cn1c(=O)n(-c2ccc(C)cc2)c(=O)c2oc3ccccc3c21
  1.2, 3.2, 0.0, 1.9

# Next structures
SMILES,GPR151 activ,TEAD-YAP inh,FBW7 activator,MITF primary
CCN(CC)CCCNC(=O)c1cc(C(=O)OC)cc([N+](=O)[O-])c1,1.2,0.1,0.1,2.1
Cc1ccc(-c2c(C(=O)Nc3ccc(C)c(C)c3)oc(=O)c3ccccc23)cc1,1.7,-21.3,0.0,-6.7
Nc1c(C(=O)NCCc2ccccc2)nnn1Cc1ccc(Br)cc1F,-0.6,-4.1,0.0,2.6
CCCCC1CN(C(=O)[C@H](C)NC(C)=O)Cc2ccccc2O1 (some centres undefined),-0.2,10.0,-0.1,-12.1
O=C(Cn1nnc(-c2ccccc2)n1)NNC(=O)Cn1c(C(F)(F)F)nc2ccccc21,0.6,5.9,0.0,4.8
CCCNc1ccc2ncc(-c3cccc(O)c3)n2n1,-0.8,0.1,-0.1,-15.1
CN(C)c1ccc(/C=C(\NC(=O)c2ccccc2)C(=O)N=Nc2c(O)[nH]c(=O)[nH]c2=O)cc1,0.1,-5.0,0.0,6.1
C=COc1ccc(NC(=O)/C(C)=C\C(=O)O)cc1,4.0,5.9,-0.7,16.5
COc1cccc(OC)c1C(=O)NC(C)CCc1ccccc1 (centres undefined),1.3,5.2,0.1,2.3
CCOC(=O)c1c(NC(=O)c2cccc(Cl)c2)sc(C(=O)Nc2ccc(OC)cc2OC)c1C,0.2,5.4,-0.1,-7.5
O=C(Cn1cc2c(n1)CCCC2)NCc1cccs1,-0.3,-7.5,0.0,-9.7
COCCCNC(=O)CSc1nc2cc3c(cc2c(=O)n1CCCC(=O)NCc1ccc(OC)cc1)OCO3,0.8,-6.4,-0.1,-6.1
CCC(C)n1c(SCc2cc(=O)n3cc(Cl)ccc3n2)nc2ccsc2c1=O (centres undefined),-1.5,0.5,0.3,8.9
COc1ccc(/C(O)=C(\C#N)c2nc3ccccc3s2)cc1,-4.7,-61.1,-0.2,9.2
CC(C)=CCN1CCNC(=O)C1CC(=O)NC1CCN(c2ccccc2)CC1 (centres undefined),-0.5,-5.9,-0.1,-10.3
CCN1C2OC3OC4C(OC3OC2N(CC)S1(=O)=O)N(CC)S(=O)(=O)N4CC (centres undefined),0.9,-2.3,0.1,5.1
N#C/C(=C(/O)c1ccc([N+](=O)[O-])s1)c1nc2ccccc2s1,0.9&-0.5,-30.2&-31.1,-0.2&0.0,-1.8&1.2
Cc1ccc2cc(CN(Cc3cccs3)C(=O)C(F)(F)F)c3nnnn3c2c1,2.5,-9.6,1.0,22.7
Cc1nc2ccccc2nc1SCC(=O)N1CCCCC1,-0.2,1.1,0.0,-15.5
COc1cc(N=c2ssnc2Cl)cc(OC)c1,1.4,4.0,-0.4,-2.7
C#CC(O)(c1ccc(OC)cc1)c1ccccc1F (centres undefined),0.7,1.6,0.0,8.6
COc1ccc(NC(=O)C(=O)N2CCCCC2)cc1Cl,-3.3,-44.7,0.6,9.8
On1onc2c3cc(-c4ccccc4)nc3ccc21,-1.1,10.1,-0.1,-0.9
COc1ccccc1CNC(=O)c1nnc(Cc2ccc(Cl)cc2)o1,0.9,2.6,-0.1,5.2
CCc1ccc(/C=C2/C(=O)NN(c3ccc(C)cc3)C2=O)cc1,-1.4,7.2,0.0,1.6
CCOC(=O)c1c(NC(=O)C(C)Sc2nnc(CNC(=O)c3ccccc3C(F)(F)F)n2C)sc2c1CCCC2 (centres undefined),-0.8,9.5,0.0,12.5
COc1ccc(CN2CCNC(=O)C2CC(=O)N2CCCCO2)cc1C (centres undefined),-0.8,-11.7,0.0,-3.6
Cc1cc2c(o1)c1cnn(CC(=O)NCCc3cnc[nH]3)c(=O)c1n2C(C)C,-0.7,-10.8,0.2,15.9
CCOC(=O)C1CCN(C(=O)CSc2n[nH]c(=O)[nH]c2=O)CC1,-0.2,2.1,0.1,8.1
CC(NS(=O)(=O)c1ccccc1)C(c1cccs1)N1CCN(Cc2ccccc2)CC1 (centres undefined),0.6,-3.6,-0.2,6.3
O=C(Cc1ccc(-n2cnnn2)cc1)NCCn1nc(-c2cccs2)oc1=O,0.4,-18.5,0.2,12.0
O=C1CN(C(=O)c2ccccc2)C(c2ccc(Cl)cc2Cl)N1O (centres undefined),0.7,-1.1,0.4,15.0
CN(Cc1ccccc1)c1ccc(C(=O)O)cc1[N+](=O)[O-],-1.1,16.3,0.8,2.4
O=C(COc1ccccc1)Nc1nnc(SCC(=O)N2CCc3ccccc32)s1,3.4,6.1,0.1,1.7
CCCN1Cc2cc(OC)ccc2OC(CC)C1 (centres undefined),-0.7,-2.6,-0.1,14.3
Cc1ccccc1Cn1cc(C(=O)Nc2c(C)cccc2C)ccc1=O,-0.5,-10.3,0.0,8.1
c1ccc(CNc2nc(NCc3ccc4c(c3)OCO4)nc3c2ncn3-c2ccccc2)cc1,1.1,-21.6,0.0,6.7
CC1CCCN(C(=O)c2c(F)cccc2F)C1 (centres undefined),0.3,-0.1,0.2,13.5
CCN1CCN(CCNC(=O)Nc2ccccc2OC)CC1,-0.8,-1.1,0.0,2.6
Cc1cccc(NCC(=O)N/N=C/c2ccccc2)c1,0.9,7.3,1.4,20.0
CCOc1ccc(N=C2SC(C(=O)Nc3ccccc3OC)CC(=O)N2CCc2ccc(OC)cc2)cc1 (centres undefined),0.1,5.4,0.1,-2.4
CCCN1CCc2nnc(C(CC(C)C)NC(=O)c3cccnc3)n2CC1 (centres undefined),0.6,-1.1,0.1,6.4
CN(C)c1cccc(-c2cnc3ccc(NCc4ccccn4)nn23)c1,1.7,3.8,0.1,-3.7
CN1CCCc2cc(C(CNC(=O)Nc3ccc(F)cc3)N(C)C)ccc21 (centres undefined),1.2,-6.0,-0.4,-2.6
N#Cc1cc2c(cc1C#N)Oc1ccccc1O2,0.4,-7.3,0.0,-9.0
COc1ccc(Nc2nc(OC)nc(OC)n2)c(OC)c1,1.9,-5.3,0.2,-14.7
CN1CCN(CCNC(=O)c2ccc3c(Cl)c4c(nc3c2)CCCC4)CC1,0.4,0.9,-0.2,-6.1
COc1ccc(NC(=S)N(CCCN2CCCCCC2)Cc2ccco2)cc1,-1.9,-8.4,-0.1,-2.6
CC(=O)c1ccc2c(c1)OCCO2,1.6,-8.1,-0.2,3.9
Cc1ccc(S(=O)(=O)N2c3ccc(C)cc3C(C)(c3ccc(Cl)cc3)CC2(C)C)cc1 (centres undefined),-0.3,-0.8,0.0,-3.8
O=C(NCc1cccc(C(F)(F)F)c1)c1cncc(-c2csc3ccccc23)c1,-0.2,9.4,-0.1,2.2
COc1ccc(-c2csc(NC(=O)/C=C/c3cccs3)n2)c(OC)c1,-0.6,0.8,0.0,10.8
Nc1c(C(=O)C2CC2)sc2nc(-c3ccccc3)cc(C(F)(F)F)c12,0.6,3.1,0.0,8.5
CCOc1ccc(NC(=O)CCN2CCN(c3ccccc3F)CC2)cc1,0.7,-3.9,0.1,13.4
Cc1cccc(C)c1NC(=O)Cn1cnc2c1c(=O)n(C)c(=O)n2C,-0.5,0.3,-0.3,-12.1
CCOc1ccc(C2=CC(c3ccccc3F)n3ncnc3N2)cc1Cl (centres undefined),0.0,5.5,0.7,7.2
NC(=O)c1cc2nc(-c3ccco3)cc(C(F)(F)Cl)n2n1,1.4,-1.5,0.1,8.4
O=c1oc2cc(O)ccc2cc1-c1ccc(Cl)cc1,-11.7,42.1*,0.9,-16.8
